MLLE-PAM2 inh = blocks PAM2 peptide binding to the PABP1 MLLE domain; P11940; GST-MLLE / FITC-PAM2 fluorescence polarization; inhibition, % at 20 µM; 360,000 compounds, 0.36% hits; AID 588489; in the data active = inhibition above about 35%, passing the limit was not always enough;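 also: plate controls were DMSO wells with GST-MLLE for no effect and wells lacking GST-MLLE protein for full effect; some results filed as inactive read as strong as hits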
Rin1-Abl PPI inh = blocks binding of human Rin1 to Abl; inhibition, % at 7.35 µM; 360,000 compounds, 0.4% hits; P00519+Q13671; TR-FRET Rin1/Abl binding, biochemical; in the data active = inhibition above about 5%, passing the limit was not always enough
Rpn11 block = blocks the human proteasome subunit Rpn11 | O00487 | human 26S proteasome, Ub4-pepOG fluorescence polarization; 20S core pre-blocked with epoxomicin | calls only at 20 µM | 360,000 compounds, 0.59% hits | AID 588493;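 active = inhibition at 20 µM, scaled to each plate's controls, above about 33%, limit read from the data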
CSN deneddyl inh = inhibitors of human CSN-mediated cullin deneddylation. AID 651999. inhibition, % at 12.5 µM. Purified CSN, SCF-Nedd8-OG deneddylation, fluorescence polarization. Q92905. 360,000 compounds, 0.38% hits;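 active = pattern-corrected inhibition above about 35%, with an unprinted fluorescence ratio check between 0.5 and 1.5, limit read from the data, passing the limit was not always enough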;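 also: 0% = enzyme with substrate and 100% = substrate without enzyme; some results filed as inactive read as strong as hits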
Target sequence (Q92905 whole entry, looked up, one chain of several): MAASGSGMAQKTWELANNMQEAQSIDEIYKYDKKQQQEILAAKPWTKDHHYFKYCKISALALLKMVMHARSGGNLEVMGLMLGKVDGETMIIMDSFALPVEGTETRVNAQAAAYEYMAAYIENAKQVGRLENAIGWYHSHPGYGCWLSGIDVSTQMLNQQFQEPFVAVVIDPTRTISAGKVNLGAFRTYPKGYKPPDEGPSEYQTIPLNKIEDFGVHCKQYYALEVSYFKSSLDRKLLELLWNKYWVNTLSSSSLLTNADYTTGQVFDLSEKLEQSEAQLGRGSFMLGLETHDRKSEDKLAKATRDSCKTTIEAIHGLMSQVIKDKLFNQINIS
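Material: purified human Csn5 enzyme expressed in HEK293T cells / Medium: Tris buffer pH 7.5, NaCl, DTT, Tween-20, trehalose, ovalbumin / Compound dosing: 12.5 µM single point / Schedule: 90 min incubation of compound, enzyme and substrate at room temperature / Signal: fluorescence polarization of the substrate / Control set: no-enzyme wells high, enzyme-with-substrate wells low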
eLon inh = inhibits E. coli Lon protease; P0A9M0; purified E. coli Lon protease, fluorescence polarization; inhibition, % at 7.94 µM; 360,000 compounds, 0.42% hits; AID 602123; in the data active = inhibition above about 13%, passing the limit was not always enough;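 also: 0% = enzyme with probe and DMSO and 100% = no enzyme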
Target sequence (P0A9M0 whole entry, looked up): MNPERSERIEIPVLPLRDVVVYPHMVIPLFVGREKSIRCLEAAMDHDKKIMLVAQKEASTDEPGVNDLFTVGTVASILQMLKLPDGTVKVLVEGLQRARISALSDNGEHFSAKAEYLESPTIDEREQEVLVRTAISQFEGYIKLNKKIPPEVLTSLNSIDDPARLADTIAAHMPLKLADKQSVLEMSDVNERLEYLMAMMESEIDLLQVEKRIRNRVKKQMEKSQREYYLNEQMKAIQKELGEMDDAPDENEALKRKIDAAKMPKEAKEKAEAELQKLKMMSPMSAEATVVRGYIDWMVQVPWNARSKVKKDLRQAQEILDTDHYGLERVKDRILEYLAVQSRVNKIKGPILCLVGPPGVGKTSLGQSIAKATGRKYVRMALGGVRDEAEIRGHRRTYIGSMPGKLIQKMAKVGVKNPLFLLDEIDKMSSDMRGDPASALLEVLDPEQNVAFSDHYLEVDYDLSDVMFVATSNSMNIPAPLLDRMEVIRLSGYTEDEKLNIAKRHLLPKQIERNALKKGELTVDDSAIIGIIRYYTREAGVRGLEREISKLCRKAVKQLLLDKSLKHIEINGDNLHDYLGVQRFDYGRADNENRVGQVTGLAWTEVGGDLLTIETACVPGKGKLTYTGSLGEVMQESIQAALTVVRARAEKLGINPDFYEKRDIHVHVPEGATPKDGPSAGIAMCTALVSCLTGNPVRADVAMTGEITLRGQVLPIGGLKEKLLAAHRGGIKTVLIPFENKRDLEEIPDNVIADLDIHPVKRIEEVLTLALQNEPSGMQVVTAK
bovine MsrA act = activators of bovine methionine sulfoxide reductase A; activation, % at 10.6 µM; purified bovine MsrA, absorbance read-out; 360,000 compounds, 0.3% hits; AID 602163; in the data active = activation above about 7.5%;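 also: 0% = vehicle and 100% = reference activator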
FAS TE block = blocks the thioesterase domain of human fatty acid synthase; AID 602261; recombinant FAS-TE, OMFH fluorogenic substrate, fluorescence endpoint; 360,000 compounds, 0.67% hits; P49327; inhibition, % at 15 µM;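 active = compounds whose normalised, plate-corrected inhibition of enzyme fluorescence in the single-dose primary screen is 50% or more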;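 also: 0% = DMSO with enzyme and 100% = substrate without enzyme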
MsrA inhibitor = inhibits bovine methionine sulfoxide reductase A; purified bovine MsrA, absorbance read-out; inhibition, % at 15.5 µM; 360,000 compounds, 0.75% hits; in the data active = inhibition above about 4.5%;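 also: 0% = vehicle wells with enzyme and 100% = reference inhibitor wells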
MT1-MMP act inh = MT1-MMP (human) activation inhibition | HT1080 RFP-PRO-GFP cells, GFP/RFP ratio fluorescence, overnight; percent of plate control window, DMSO zero | 360,000 compounds, 0.061% hits | GFP/RFP ratio change, % at 20 µM | P50281;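 active = GFP/RFP ratio change of at least 30% with cell ATP level not reduced by more than half and red fluorescence within 50% of control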; also: strong numbers were not always called active
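Material: RFP-PRO-GFP reporter HT1080 cells. Dosing: single-point 20 µM compound, 1% DMSO. Controls: DMSO and RFP-L50D-GFP cell wells. Timing: cells overnight before dosing, compound overnight, 37 °C, 5% CO2. Measure: GFP/RFP fluorescence ratio.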
* hit, by the source's call; i = inactive; . = not tested or not shown.

SMILES	MLLE-PAM2 inh	Rin1-Abl PPI inh	Rpn11 block	CSN deneddyl inh	eLon inh	bovine MsrA act	FAS TE block	MsrA inhibitor	MT1-MMP act inh
CCN(CC)S(=O)(=O)c1ccc(C(=O)N(c2ccc(C)cc2)C2C=CS(=O)(=O)C2)cc1 (stereo not given)	2	0	i	3	2	-2	-3	-1.2	3
Cc1cc(=O)oc2cc(OCC(=O)Nc3ccc(S(=O)(=O)N(C)C)cc3)ccc12	1	-4	i	-2	-1	0	1	1.1	-4
CC(=O)C1CCC2C3CCC4=CC(=O)CCC4(C)C3C(O)CC12C (stereo not given)	15	1	i	-4	1	-1	-1	-0.1	3
Cc1ccc2c(c1)C(c1ccccc1)N(C(=O)c1cc3ccccc3oc1=O)CC(=O)N2 (stereo not given)	18	-1	i	2	-11	-5	-2	1.1	1
Brc1cc2c(cc1Br)OCCOCCOCCO2	1	-3	i	-2	6	-4	-3	1.2	-4
CCOC(=O)Cc1csc(NC(=O)CSc2nnc(-c3ccncc3)o2)n1	17	3	i	-15	-9	-5	-4	0.6	2
O=C(CN1CCN(C(C(=O)Nc2ccc(F)cc2)c2ccccc2)CC1)NC1CC1 (stereo not given)	2	-1	i	0	-6	-1	-3	0.0	-5
Cc1cnc(NC(=O)Nc2ccc(OCc3ccccc3)cc2)c(Br)c1	-2	4	i	4	-3	1	26	1.1	4
Cc1sc2ncnc(SCC(=O)NC3CCCC3)c2c1C	-4	-2	i	0	6	-7	-4	1.0	3
CCOC(=O)CSc1nc2sc(C)c(C)c2c(=O)n1C	-12	-3	i	3	-4	-3	3	4.0	2
Cn1ncc2nc[nH]c(=O)c21	0	0	i	5	-11	0	-2	-1.5	3
Cc1cccc(C)c1OCC(O)CN1CCCCC1 (stereo not given)	1	0	i	9	-7	-14	-4	-0.9	0
CC(C)CN(C(=O)COC(=O)c1ccccc1NCc1ccco1)c1c(N)n(Cc2ccccc2)c(=O)[nH]c1=O	-6	2	i	1	-10	-3	8	0.3	-22
CC1CCc2c(sc(NC(=O)CSc3nnc(-c4ccccc4)o3)c2C#N)C1 (stereo not given)	11	0	i	-10	-3	-9	-8	-0.3	0
CCOc1ccccc1CNC(=O)C1CCN(C(=O)c2sccc2-n2cccc2)CC1	-6	-3	i	1	-1	5	-4	0.2	2
CCOc1ccccc1Nc1nnc(Cc2ccccc2Cl)c(=O)[nH]1	-15	1	i	-4	-3	-12	-79	-1.1	4
Cc1ccccc1-n1ncc(C(C)NC(=O)c2ccccc2)c1C (stereo not given)	3	5	i	-2	-4	-2	-5	-1.1	-2
Cc1onc(-c2c(F)cccc2Cl)c1C(N)=S	27	-2	i	-2	12	-4	-1	-1.0	2
COc1ccccc1/C=C/C(=O)OCC(=O)N1CCc2ccccc21	3	3	i	4	-7	1	22	3.5	-2
Cc1cc(-n2nc(C)cc2C)n2ncc(-c3ccccc3)c2n1	-9	-1	i	2	1	0	6	-0.6	-11
CCOC(=O)CCC1(C(=O)OC)C(=O)CCCCCC=C1C(=O)OC (stereo not given)	-7	-1	i	4	-12	-10	-8	-1.5	-1
COc1ccc(NCC(=O)N/N=C/C=C/c2ccccc2[N+](=O)[O-])cc1	12	-1	i	2	-3	0	8	2.3	-1
Nc1nc(SCC(=O)Nc2ccccc2)[nH]c(=O)c1NC(=O)c1cccs1	1	0	i	-1	-2	0	-7	2.0	3
COC(=O)c1cccnc1SCc1ccccc1	-12	-2	i	0	-1	2	13	-1.2	1
CCOc1ccc(NC(=O)c2cc(C)nc3ccccc23)cc1	5	-3	i	-1	-1	-2	-9	0.2	1

Quoted from the listing:
`Cc1cccc(C)c1OCC(O)CN1CCCCC1` (stereo not given) in MLLE-PAM2 inh is listed with 1
`O=C(CN1CCN(C(C(=O)Nc2ccc(F)cc2)c2ccccc2)CC1)NC1CC1` (stereo not given) in Rin1-Abl PPI inh is listed with -1

Other compounds:
SMILES	MLLE-PAM2 inh	Rin1-Abl PPI inh	Rpn11 block	CSN deneddyl inh	eLon inh	bovine MsrA act	FAS TE block	MsrA inhibitor	MT1-MMP act inh
COC(=O)c1ccc(NC(=O)CN(c2ccc3c(c2)OCO3)S(C)(=O)=O)cc1	7	-4	i	-4	-5	-5	4	0.1	0
O=C(Nc1ccc(F)cc1)c1cc(S(=O)(=O)Nc2ccc(F)cc2)cs1	5	-5	i	-1	3	3	11	-0.2	1
NS(=O)(=O)c1ccc(CCNCC(=O)N2CCC(Cc3ccccc3)CC2)cc1	-12	0	i	2	1	-2	-1	-0.9	2
COc1ccc(C(=O)CSc2nnc(-c3cnccn3)n2Cc2ccco2)cc1	-4	1	i	3	0	-5	-1	-0.8	3
CC1(C)CC2=C(CO1)C(=S)NC(c1ccccc1)N2CC1CCCO1 (stereo not given)	42*	0	i	1	2	-5	-5	1.6	4
CC1CCN(C2CCN(S(=O)(=O)c3ccc(C(F)(F)F)cc3)CC2)CC1	11	3	i	-3	3	-4	-4	-0.8	3
CC(=O)Cc1nsc(NC(=O)c2ccc(COc3ccccc3C)o2)n1	8	-5	i	2	-2	-3	-4	1.9	-2
COc1cccc(C(=O)NCCn2ccc3ccccc32)c1	1	2	i	-5	-5	-6	1	0.1	-2
O=C(NC1CCCC1)C(c1ccncc1)N(C(=O)c1ccco1)c1ccc(F)c(Cl)c1 (stereo not given)	-3	4	i	6	-6	-5	1	0.6	-1
COc1ccc(C)cc1NC(=O)CSc1nnc(COc2ccc(Cl)cc2)n1Cc1ccco1	-14	-2	i	-1	-1	-2	26	0.3	-2
COc1ccc(N2C(=O)CCC(C(=O)N3CCOCC3)C2c2ccc(F)cc2)cc1 (stereo not given)	-8	3	i	-2	-5	-7	-7	-0.6	-2
CS(=O)(=O)c1ccc2nc(NC(=O)c3ccc(Cl)cc3)sc2c1	1	-4	i	7	1	-4	0	-0.1	2
CC(C)(C)c1ccc(C(=O)NC(=O)COC(=O)CCS(=O)(=O)c2ccccc2)cc1	2	2	i	-1	-2	-5	-3	-0.5	3
COc1ccc(Cn2c(=O)c3[nH]cnc3n(-c3ccccc3C)c2=O)cc1	7	-1	i	-2	6	-8	-2	-0.5	-5
Cc1ccc(-c2csc(NC(=O)CSc3nc4ccccc4o3)n2)cc1	5	-3	i	-5	14	-3	4	0.3	-6
O=C(CN(CC1CCCO1)S(=O)(=O)c1ccc(S(=O)(=O)NCC2CCCO2)cc1)Nc1ccccc1 (stereo not given)	-6	3	i	5	-2	-5	-8	0.3	0
Cc1cc(Cl)c2oc(C(=O)NC(C)c3ccncn3)c(C)c2c1 (stereo not given)	5	2	i	0	1	-2	1	-0.6	-2
Cc1ccc(OCC(=O)Nc2ccccc2C(=O)NC2CC2)cc1C	9	-1	i	2	-15	-3	-3	-0.6	-2
Cc1cc(C)n2nc(SCc3nnc(-c4ccccc4Br)o3)nc2n1	1	-3	i	4	-2	-3	2	0.1	-3
CC(C)c1ccc(/C=C(\NC(=O)c2ccccc2)C(=O)NCCCn2ccnc2)cc1	-9	-1	i	-1	-7	-11	-8	-1.9	-6
Cc1[nH]c(=O)[nH]c(=O)c1CSc1nnc([C@H](CC(C)C)NC(=O)OC(C)(C)C)o1	-29	-2	i	0	-1	-2	-3	-0.2	2
CCN1C(=O)c2cccc3c(S(=O)(=O)N4CCNCC4)ccc1c23	10	-8	i	0	1	-3	0	1.1	2
COc1cc(/C=N/NC(=O)c2cccnc2)ccc1OC(=O)c1ccco1	-8	0	i	4	-2	-3	-1	0.9	5
O=C(Cc1ccccc1)NC(c1ccco1)c1c(O)ccc2ccccc12 (stereo not given)	-10	2	i	3	0	-3	1	0.6	-1
Cc1ccc(-c2ccc(/C=C(\C#N)C(N)=S)n2C)cc1	10	-4	i	2	-23	-3	-1	-1.5	-8
(cont.)
SMILES	MLLE-PAM2 inh	Rin1-Abl PPI inh	Rpn11 block	CSN deneddyl inh	eLon inh	bovine MsrA act	FAS TE block	MsrA inhibitor	MT1-MMP act inh
CCN(C(=O)c1ccc(S(C)(=O)=O)cc1)C12CC3CC(CC(C3)C1)C2	-5	-1	i	-10	9	-1	-5	-0.8	3
COc1ccc(-n2c(Cc3cccn3C)nnc2SCC(=O)Nc2ccc(F)cc2)cc1	-3	-2	i	-2	-2	-3	4	-0.4	4
Cc1cc(C)n(-c2nc(NCc3cccnc3)c3c4c(sc3n2)COC(C)(C)C4)n1	-11	2	i	1	-7	-9	-6	0.9	-1
O=C(CCSc1ccccc1)NCc1cccnc1	14	-3	i	-5	7	-7	2	0.5	0
Fc1ccc(Br)cc1/C=N/n1cnnc1	2	1	i	2	-7	1	-6	-0.3	-2
COc1ccc(NC(=O)c2cc(-c3cc(OC)c(OC)c(OC)c3)nc3ccccc23)c(OC)c1	7	0	i	0	5	-9	19	-0.7	4
CN(C)S(=O)(=O)c1cccc(NC(=S)N/N=C/C(=O)c2ccccc2)c1	22	0	i	-3	-3	-4	-7	1.1	5
Cc1cccc(C(=O)NNC(=O)c2ccccc2)c1	18	0	i	-11	3	-2	-14	0.4	4
Cc1nn(-c2ccccc2)c(Cl)c1/C=N/Nc1nncc(=O)[nH]1	-10	-4	i	-1	-11	-8	-9	1.4	0
CN(c1ccc(F)cc1)S(=O)(=O)c1ccc2[nH]cc(C(=O)O)c(=O)c2c1	-6	-1	i	-2	-3	-4	3	2.0	3
Cc1cccc(N2CCN(C(=O)C(C)C)CC2)c1C	-2	-2	i	0	8	-2	3	0.4	0
COc1cccc(/C=N/n2cnnc2)c1OCc1ccccc1	5	-1	i	-3	0	-2	-9	-0.5	-8
CCCCCCCNC(=O)C1(CC2CC(c3cccc(Br)c3)=NO2)CCN(C(=O)Cc2ccc(F)cc2)CC1 (stereo not given)	0	-1	i	6	9	-7	21	.	-17
CC(C)(C)c1ccc(C(=O)N2CCC3(CC2)NCCc2[nH]cnc23)cc1	9	-4	i	1	-2	-1	-8	0.5	-1
O=S(=O)(c1ccc(Cl)cc1)N1CCN(c2ncccn2)CC1	-8	3	i	-4	-1	-13	-7	-0.6	-2
Cn1ncc([N+](=O)[O-])c1C(=O)N/N=C/c1cccc([N+](=O)[O-])c1	6	0	i	3	-6	-5	7	0.7	0
CCn1cc(Cl)c(C(=O)N2N=C3/C(=C/c4cccs4)CCCC3C2c2cccs2)n1 (stereo not given)	13	1	i	1	7	0	25	0.5	-23
CC1CCCC(NC(=O)CSc2nnnn2C)C1C (stereo not given)	-8	2	i	-3	2	-1	-5	0.7	5
COc1ccc(CNC(=O)NCCc2c[nH]c3ccccc23)cc1	-9	0	i	-1	2	-3	0	-0.8	5
COc1ccccc1CNc1nc(Nc2ccccc2-n2cccn2)c2sccc2n1	2	-3	i	0	2	-2	24	0.7	2
O=C1C=C(c2ccc(-c3ccccc3)cc2)C[C@@H](c2ccc(F)cc2)C1	2	1	i	-7	-4	-2	30	2.6	5

Entries of single compounds from above. Order of values: MLLE-PAM2 inh	Rin1-Abl PPI inh	Rpn11 block	CSN deneddyl inh	eLon inh	bovine MsrA act	FAS TE block	MsrA inhibitor	MT1-MMP act inh
Profile of `Cc1cccc(N2CCN(C(=O)C(C)C)CC2)c1C` : -2	-2	i	0	8	-2	3	0.4	0
Profile of `CN(C)S(=O)(=O)c1cccc(NC(=S)N/N=C/C(=O)c2ccccc2)c1` : 22	0	i	-3	-3	-4	-7	1.1	5
Profile of `COc1cccc(/C=N/n2cnnc2)c1OCc1ccccc1` : 5	-1	i	-3	0	-2	-9	-0.5	-8
Profile of `O=C(CCSc1ccccc1)NCc1cccnc1` : 14	-3	i	-5	7	-7	2	0.5	0
